TMEM16A act – activators or potentiators of mouse TMEM16A chloride channel; HEK293 TMEM16A/YFP-H148Q/I152L, iodide quench fluorescence; active compounds read low; B-score at 10 µM; 0.3% of 340,000 active; AID 623877;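 active = fluorescence-ratio B-score plate-corrected deviation score at least 3 library SD below zero, with starting fluorescence score within 5 deviations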;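 note: channel opened by trigger with iodide after compound preincubation; score built on the fluorescence ratio of max minus min over baseline; more negative score means more quench and so TMEM16A activation or potentiation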
Target sequence (Q8BHY3 whole entry, looked up): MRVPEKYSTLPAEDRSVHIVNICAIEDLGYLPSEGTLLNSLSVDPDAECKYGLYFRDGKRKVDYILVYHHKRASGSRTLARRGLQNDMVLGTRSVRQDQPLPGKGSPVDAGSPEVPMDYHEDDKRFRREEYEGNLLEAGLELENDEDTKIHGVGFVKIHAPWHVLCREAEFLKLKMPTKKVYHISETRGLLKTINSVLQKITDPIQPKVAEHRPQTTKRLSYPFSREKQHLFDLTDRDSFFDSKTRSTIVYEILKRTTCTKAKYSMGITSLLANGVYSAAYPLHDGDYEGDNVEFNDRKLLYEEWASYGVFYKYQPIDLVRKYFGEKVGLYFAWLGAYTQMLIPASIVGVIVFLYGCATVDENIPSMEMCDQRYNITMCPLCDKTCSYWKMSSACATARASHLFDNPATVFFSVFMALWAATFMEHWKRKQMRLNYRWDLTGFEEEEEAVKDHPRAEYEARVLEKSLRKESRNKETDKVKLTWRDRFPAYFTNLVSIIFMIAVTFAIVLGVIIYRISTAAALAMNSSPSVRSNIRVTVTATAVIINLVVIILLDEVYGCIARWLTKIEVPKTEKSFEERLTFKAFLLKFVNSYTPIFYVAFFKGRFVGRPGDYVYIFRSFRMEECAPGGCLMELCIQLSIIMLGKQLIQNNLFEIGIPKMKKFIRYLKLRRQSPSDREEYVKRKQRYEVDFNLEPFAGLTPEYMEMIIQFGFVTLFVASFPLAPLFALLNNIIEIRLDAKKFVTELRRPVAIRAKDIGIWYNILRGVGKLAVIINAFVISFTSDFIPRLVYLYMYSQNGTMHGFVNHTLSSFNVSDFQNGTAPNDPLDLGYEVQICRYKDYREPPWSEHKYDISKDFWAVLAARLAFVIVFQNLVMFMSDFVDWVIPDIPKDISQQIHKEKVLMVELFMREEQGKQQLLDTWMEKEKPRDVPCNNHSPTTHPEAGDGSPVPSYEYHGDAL
KCNK3 block – human KCNK3 channel inhibition, primary screen; O14649; CHO-KCNK3 thallium flux, FluxOR fluorescence; active compounds read low; 0.84% of 340,000 active; B-score at 10 µM;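 active = B-score under library mean minus 4 SD, starting fluorescence ratio at most library mean plus 5 SD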;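 note: more negative B-score means stronger inhibition of thallium flux through KCNK3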
Active calls of the source: *. These rows are one share of the data, so the mix of outcomes need not match the whole.

For C=CC[C@@H](CC(=O)N[C@H](CO)Cc1ccccc1)C(=O)N[C@@H](COC(=O)[C@@H](CC=C)Cc1ccc(F)cc1)Cc1c[nH]c2ccccc12 the results were TMEM16A act inactive and KCNK3 block inactive.
O=C(OCc1nc(-c2ccccc2Cl)no1)c1ccco1 was read as TMEM16A act inactive and KCNK3 block inactive.
`COCCn1cnnc1SCC(=O)Nc1cc(C)on1` gave TMEM16A act inactive and KCNK3 block inactive.
`O=[N+]([O-])c1ccc2c(c1)CCN2` gave TMEM16A act inactive and KCNK3 block inactive.
COCCN(CC(=O)Nc1cccc(C)c1C)C(=O)c1cc(-c2ccncc2)nc2ccccc12 was read as TMEM16A act inactive and KCNK3 block inactive.
For CCCNC(=O)CSc1ccc(S(=O)(=O)N2CCCCC2)cn1 the results were TMEM16A act inactive and KCNK3 block inactive.
For COCCN(C(=O)CC1OC(=O)c2ccccc21)c1c(N)n(Cc2ccccc2)c(=O)[nH]c1=O (configuration not stated) the results were TMEM16A act inactive and KCNK3 block inactive.
`O=C(COC(=O)c1cccc(Cl)c1Cl)NCc1cccs1` gave TMEM16A act inactive and KCNK3 block inactive.
Screening COc1ccc(C(CNC(=O)c2cccn2C)N2CCOCC2)cc1 (configuration not stated) returned TMEM16A act inactive and KCNK3 block inactive.
Screening C=CCn1c(SCC(=O)c2ccc(O)c(O)c2)nnc1-c1ccc(C)cc1 returned TMEM16A act inactive and KCNK3 block inactive.

Not a retest: an excerpt of the list.
Screening COc1ccc(C(CNC(=O)c2cccn2C)N2CCOCC2)cc1 (configuration not stated) returned TMEM16A act inactive and KCNK3 block inactive.
Screening C=CCn1c(SCC(=O)c2ccc(O)c(O)c2)nnc1-c1ccc(C)cc1 returned TMEM16A act inactive and KCNK3 block inactive.

Back to the main list, starting four compounds before the break.
For COCCN(C(=O)CC1OC(=O)c2ccccc21)c1c(N)n(Cc2ccccc2)c(=O)[nH]c1=O (configuration not stated) the results were TMEM16A act inactive and KCNK3 block inactive.
`O=C(COC(=O)c1cccc(Cl)c1Cl)NCc1cccs1` gave TMEM16A act inactive and KCNK3 block inactive.
Screening COc1ccc(C(CNC(=O)c2cccn2C)N2CCOCC2)cc1 (configuration not stated) returned TMEM16A act inactive and KCNK3 block inactive.
Screening C=CCn1c(SCC(=O)c2ccc(O)c(O)c2)nnc1-c1ccc(C)cc1 returned TMEM16A act inactive and KCNK3 block inactive.
`C=C(CN(C)C)C(=O)c1ccc(OC2OC(COC(C)=O)C(OC(C)=O)C(OC(C)=O)C2OC(C)=O)cc1` (configuration not stated) gave TMEM16A act inactive and KCNK3 block inactive.
CCOC(=O)C1=C(COC(=O)CSc2ccc(C)cc2C)NC(=O)NC1C (configuration not stated) was read as TMEM16A act inactive and KCNK3 block inactive.
Screening Cc1ccsc1C(=O)N(C)C1CCS(=O)(=O)C1 (configuration not stated) returned TMEM16A act inactive and KCNK3 block inactive.
`O=C(NCc1ccccn1)C1CCCN(S(=O)(=O)c2cc(Cl)ccc2Cl)C1` (configuration not stated) gave TMEM16A act inactive and KCNK3 block inactive.
COc1ccc([C@H]2CC(=O)C=C(c3ccc(Oc4ccccc4)cc3)C2)cc1OC was read as TMEM16A act inactive and KCNK3 block inactive.
For O=C(O)c1cccc2cccc(-c3c4ccc(=O)c(O)c-4oc4c(O)c(O)ccc34)c12 the results were TMEM16A act inactive and KCNK3 block inactive.
For Oc1ccc(C=NNC(=S)Nc2ccc(F)cc2)c(O)c1 the results were TMEM16A act inactive and KCNK3 block inactive.
CC(C)(C)OC(=O)C[C@@H]1C/C=C\C[C@@H](CC(=O)N[C@H](CO)Cc2ccccc2)C(=O)N2CCC[C@H]2COC1=O was read as TMEM16A act inactive and KCNK3 block inactive.
`Cc1ccc(-c2nn(Cc3ccccc3)cc2C(=O)NCC2CCCO2)cc1` (configuration not stated) gave TMEM16A act inactive and KCNK3 block inactive.
`Cc1cc(NC(=O)NCc2ccco2)ccc1NC(=O)NCc1ccco1` gave TMEM16A act inactive and KCNK3 block inactive.
For CC(C)NC1CCC(Nc2ccnc3cc(Cl)ccc23)CC1 (configuration not stated) the results were TMEM16A act inactive and KCNK3 block inactive.
O=C(Nc1cccc(S(=O)(=O)N2CCCCC2)c1)[C@@H]1CCCN1S(=O)(=O)c1ccccc1C(F)(F)F was read as TMEM16A act inactive and KCNK3 block inactive.
Screening Clc1nssc1=Nc1nncs1 returned TMEM16A act inactive and KCNK3 block inactive.
O=C(C[C@H]1C/C=C\C[C@H](Cc2ccc(F)cc2)C(=O)O[C@@H](c2ccccc2)CNC1=O)N[C@@H](CO)Cc1ccccc1 was read as TMEM16A act inactive and KCNK3 block inactive.
For O=C(c1ccccc1)C(O)(CN1CCCCC1)c1ccccc1 (configuration not stated) the results were TMEM16A act inactive and KCNK3 block inactive.
`COc1ccc(C=C(NC(=O)c2ccccc2)C(=O)O)cc1OC` gave TMEM16A act inactive and KCNK3 block inactive.
Screening CCN(CC)c1ccc(C2NC(=O)c3ccccc3N2)cc1 (configuration not stated) returned TMEM16A act inactive and KCNK3 block inactive.
`O=C(COC(=O)Cc1cccc(C(F)(F)F)c1)NC(=O)NC1CCCC1` gave TMEM16A act inactive and KCNK3 block inactive.
Screening N#CC(=C(O)COC(=O)Cc1c[nH]c2ccccc12)c1nc2ccccc2[nH]1 returned TMEM16A act inactive and KCNK3 block inactive.
Screening CC(C)=NNc1ncnc2nc[nH]c12 returned TMEM16A act inactive and KCNK3 block inactive.
COc1ccc(C(=O)NC(=O)COC(=O)C2CC2C)cc1 (configuration not stated) was read as TMEM16A act inactive and KCNK3 block inactive.
C=CC[C@H](CC(=O)NCCO)C(=O)N[C@@H](C)COC(=O)[C@@H](CC=C)CC(=O)OC(C)(C)C was read as TMEM16A act inactive and KCNK3 block inactive.
Screening CC(OC(=O)c1nc(Cl)ccc1Cl)C(=O)NC1CCCCC1C (configuration not stated) returned TMEM16A act inactive and KCNK3 block inactive.
`COc1ccc(Cl)cc1NS(=O)(=O)c1cccc(C(=O)NCC(C)(C)N2CCOCC2)c1` gave TMEM16A act inactive and KCNK3 block -9*.
Screening COc1ccccc1CNC(=O)COC(=O)c1ccc(N2CCCC2=O)cc1 returned TMEM16A act inactive and KCNK3 block inactive.
Screening Cc1cccc(C)c1NC(=O)CSc1ncnc2[nH]ncc12 returned TMEM16A act inactive and KCNK3 block inactive.
Screening O=C1C=C(c2cccc(Cl)c2)C[C@@H](c2ccc(F)cc2)C1 returned TMEM16A act inactive and KCNK3 block inactive.
For NC(=O)c1c(NC(=O)c2ccc(N3C(=O)CCC3=O)cc2)sc2c1CCCC2 the results were TMEM16A act inactive and KCNK3 block inactive.
`NC(=O)C1CCN(c2oc(-c3cccs3)nc2S(=O)(=O)c2ccc(Br)cc2)CC1` gave TMEM16A act inactive and KCNK3 block inactive.
CC(=O)c1c(C)[nH]c(C(=O)COC(=O)c2cc(C)oc2C)c1C was read as TMEM16A act inactive and KCNK3 block inactive.
O=C(COc1ccccc1/C=C\c1nc(O)c([N+](=O)[O-])c(=O)[nH]1)Nc1ccccc1 was read as TMEM16A act inactive and KCNK3 block inactive.
For CCOC(=O)[C@H]1[C@H]2COc3ccc(Cl)cc3[C@@H]2N2C(=O)CN(Cc3ccc(F)cc3)C(=O)[C@@]12C the results were TMEM16A act inactive and KCNK3 block inactive.
For O=C(COC(=O)c1cccc([N+](=O)[O-])c1)NNC(=O)c1cccs1 the results were TMEM16A act inactive and KCNK3 block inactive.
For COc1cc2c(c(OC)c1OC)C(c1ccc(C)cc1)CC(=O)O2 (configuration not stated) the results were TMEM16A act inactive and KCNK3 block inactive.
`O=C(NC1CCCCC1)c1ccc(-c2ccccc2F)o1` gave TMEM16A act inactive and KCNK3 block inactive.
COc1cccc2c1C(=O)c1c(O)c3c(c(O)c1C2=O)C[C@@](O)(C(C)=O)C[C@@H]3O[C@H]1C[C@H](N)[C@H](O)[C@H](C)O1 was read as TMEM16A act inactive and KCNK3 block inactive.
`CCOc1ncccc1C(=O)Nc1ccc2c(c1)OCCO2` gave TMEM16A act inactive and KCNK3 block inactive.
`CCN1CCN(c2ccc(S(=O)(=O)N3CCOCC3)cc2NC(=O)CC(C)C)CC1` gave TMEM16A act inactive and KCNK3 block inactive.
Screening O=C(COC(=O)COc1cccc(Br)c1)NCc1ccc2c(c1)OCO2 returned TMEM16A act inactive and KCNK3 block inactive.
For Cc1cc(C)cc(OCC(=O)OCC(=O)NC2CCCC2)c1 the results were TMEM16A act inactive and KCNK3 block inactive.

5 entries picked at random from those above, as already listed:
For COc1cc2c(c(OC)c1OC)C(c1ccc(C)cc1)CC(=O)O2 (configuration not stated) the results were TMEM16A act inactive and KCNK3 block inactive.
`O=C(NC1CCCCC1)c1ccc(-c2ccccc2F)o1` gave TMEM16A act inactive and KCNK3 block inactive.
For CCOC(=O)[C@H]1[C@H]2COc3ccc(Cl)cc3[C@@H]2N2C(=O)CN(Cc3ccc(F)cc3)C(=O)[C@@]12C the results were TMEM16A act inactive and KCNK3 block inactive.
`CCN1CCN(c2ccc(S(=O)(=O)N3CCOCC3)cc2NC(=O)CC(C)C)CC1` gave TMEM16A act inactive and KCNK3 block inactive.
For O=C(COC(=O)c1cccc([N+](=O)[O-])c1)NNC(=O)c1cccs1 the results were TMEM16A act inactive and KCNK3 block inactive.

(more compounds)
Cc1ccccc1NC(=O)Cc1nc(COC(=O)c2ccc(NC(N)=O)cc2)cs1 was read as TMEM16A act inactive and KCNK3 block inactive.
COc1cc2c(cc1OC)C1CCN3C(=O)CCC3N1CC2 (configuration not stated) was read as TMEM16A act inactive and KCNK3 block inactive.
O=C(COC(=O)/C=C/c1cccc(Cl)c1Cl)Nc1ccc2[nH]c(=O)[nH]c2c1 was read as TMEM16A act inactive and KCNK3 block inactive.
For N#Cc1ccccc1OCC(=O)OCC(=O)NC1CCCCC1 the results were TMEM16A act inactive and KCNK3 block inactive.
COc1ccc(OC)c2cc3ccccc3cc12 was read as TMEM16A act -8.3* and KCNK3 block -12*.
For CCCc1cc(=O)oc2c(C)c(OCC(=O)c3ccc(N4CCCC4)cc3)ccc12 the results were TMEM16A act inactive and KCNK3 block inactive.
Screening CC(C)(C)C(=O)Nc1cccc(-c2ccc[nH]2)n1 returned TMEM16A act inactive and KCNK3 block inactive.
`CC(C)n1cc2c(N)ncnc2n1` gave TMEM16A act inactive and KCNK3 block inactive.
`CCOCc1c(C(=O)N2CCN(CCOc3ccc(Cl)cc3)CC2)oc2ccccc12` gave TMEM16A act inactive and KCNK3 block inactive.
COc1ccc(CCN(C)C(=O)C2CC(=O)N(Cc3ccc(C)cc3)C2)cc1OC (configuration not stated) was read as TMEM16A act inactive and KCNK3 block inactive.
For COc1ccc(CC(=O)OCC(=O)NC2CC2)cc1 the results were TMEM16A act inactive and KCNK3 block inactive.
Screening Cc1ccc(NC(=O)c2ccc(OCc3c(C)noc3C)cc2)c(C)c1 returned TMEM16A act inactive and KCNK3 block inactive.
Screening O=C(CNc1cc([N+](=O)[O-])ccc1NCCO)Nc1cccc(S(=O)(=O)N2CCCCC2)c1 returned TMEM16A act inactive and KCNK3 block inactive.
For O=C(CSc1n[nH]c(-c2ccccc2F)n1)Nc1cc(F)ccc1F the results were TMEM16A act inactive and KCNK3 block inactive.
For O=C(CCNS(=O)(=O)c1ccccc1F)OCc1ccccc1Cl the results were TMEM16A act inactive and KCNK3 block inactive.
O=C(NCCCCNCCCNC(=O)c1ccccc1)c1ccccc1 was read as TMEM16A act inactive and KCNK3 block inactive.
`COc1ccc(NC(=O)CC2SC(N3CCOCC3)=NC2=O)cc1OC` (configuration not stated) gave TMEM16A act inactive and KCNK3 block inactive.
`CN1CCC(N(C)C(=O)c2ccc(Cl)c(S(=O)(=O)N3CCCCC3)c2)CC1` gave TMEM16A act inactive and KCNK3 block inactive.
`COc1ccc(NC(=O)CSc2ccc3c(c2)OCCO3)cc1` gave TMEM16A act inactive and KCNK3 block inactive.
COc1ccc(CC(=O)OCC(=O)NCc2ccc(F)cc2)cc1 was read as TMEM16A act inactive and KCNK3 block inactive.
COc1ccc(/C=C/C(=O)OCC(=O)NC2CCCCCC2)cc1OC was read as TMEM16A act inactive and KCNK3 block inactive.
O=C(C=Cc1ccco1)c1ccco1 was read as TMEM16A act inactive and KCNK3 block inactive.
For O=C(COC(=O)c1cc(Cl)nc(Cl)c1)NCCc1ccc(F)cc1 the results were TMEM16A act inactive and KCNK3 block inactive.
For CC1CCN(C(=O)C2COc3ccccc3O2)CC1 (configuration not stated) the results were TMEM16A act inactive and KCNK3 block inactive.
`CCN(Cc1ccc2c(c1)OCO2)C(=O)CSc1ncnc2sccc12` gave TMEM16A act inactive and KCNK3 block inactive.
Screening COc1cccc(Oc2ccc(S(=O)(=O)N3CCOCC3)cc2[N+](=O)[O-])c1 returned TMEM16A act inactive and KCNK3 block inactive.
`O=C(OCC(=O)N1CCN(C(=O)c2ccco2)CC1)c1c(Cl)cccc1Cl` gave TMEM16A act inactive and KCNK3 block inactive.
Screening COc1cc(C(=O)Nc2ncccc2C)ccc1OCC(=O)N1CCOCC1 returned TMEM16A act inactive and KCNK3 block inactive.
Screening CCCN(Cc1nnc(-c2cccs2)o1)C(=O)c1cccc(S(=O)(=O)N2CCOCC2)c1 returned TMEM16A act inactive and KCNK3 block inactive.
O=S(=O)(c1ccccc1)N1CCN(Cc2c(O)ccc3ccccc23)CC1 was read as TMEM16A act inactive and KCNK3 block inactive.
For COc1ccc(S(=O)(=O)N2CCCCC2)cc1NC(=O)c1[nH]c(C)c(C(C)=O)c1C the results were TMEM16A act inactive and KCNK3 block inactive.
For Cn1ncc2c(=S)nc(Cl)[nH]c21 the results were TMEM16A act inactive and KCNK3 block inactive.
CCOC(=O)C(Cc1ccc(O)cc1)Nc1nc2ccccc2o1 (configuration not stated) was read as TMEM16A act inactive and KCNK3 block inactive.

From PubChem
